Shiga inhibitor – Shiga toxin inhibition | Vero cells, Shiga toxin protein synthesis inhibition reporter | inhibition, % at 38.7 µM | hit rate 9.2% among 290,000 | AID 2315; in the data active means inhibition mostly above about 28%, no sharp cut-off; inactive means mostly below about 43%; further: 0% is about no effect
LmPK inh – inhibitors of Leishmania mexicana pyruvate kinase; Potency, µM (series often up to 57.5 µM), without a hit: at the top dose activity change, negative = inhibition, actives largely listed as inhibitors; hit rate 0.37% among 290,000; purified LmPK, Kinase-Glo ATP luminescence, 1 h; further: potency means the concentration at half of the fitted maximal effect; on the % scale 0 is the no-effect control and ±100 the full control effect
Target sequence (Q27686 whole entry, looked up): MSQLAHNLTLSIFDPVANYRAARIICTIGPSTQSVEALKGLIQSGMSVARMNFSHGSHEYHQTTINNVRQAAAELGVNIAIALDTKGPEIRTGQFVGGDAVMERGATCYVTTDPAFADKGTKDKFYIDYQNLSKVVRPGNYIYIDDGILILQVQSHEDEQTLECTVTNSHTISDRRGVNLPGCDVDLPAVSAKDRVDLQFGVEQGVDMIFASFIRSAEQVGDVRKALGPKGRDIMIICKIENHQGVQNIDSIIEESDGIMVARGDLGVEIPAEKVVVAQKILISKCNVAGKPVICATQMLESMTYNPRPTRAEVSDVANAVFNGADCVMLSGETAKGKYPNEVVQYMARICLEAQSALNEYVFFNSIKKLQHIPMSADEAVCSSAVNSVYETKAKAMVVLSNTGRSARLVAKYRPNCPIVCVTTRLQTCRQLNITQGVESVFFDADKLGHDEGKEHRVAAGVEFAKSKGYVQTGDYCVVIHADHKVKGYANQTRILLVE
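In 50 mM imidazole pH 7.2 with 7 mM MgCl2, LmPK (0.1 nM) turned over PEP (0.5 mM) and ADP (0.1 mM) for 1 h at room temperature. Luciferase read-out of ATP.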
Pf growth 96h – P. falciparum growth inhibition at 96 hours. P. falciparum luciferase reporter growth, 96 h. Potency, µM (doses to about 28.7 µM), without a hit: at the top dose activity change, negative = inhibition, hits mostly inhibitors. hit rate 6.9% among 320,000; further: potency means the concentration at half of the fitted maximal effect; on the % scale 0 is the no-effect control and ±100 the full control effect
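P. falciparum expressing integrated firefly luciferase grown in erythrocytes (2% hematocrit, 0.05% parasitemia final) with compounds for 96 hours at 37 C, 5% CO2. Growth inhibition read as loss of luminescence after adding luciferase detection reagent.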
AMA1 RON2 block – AMA1-RON2 (P. falciparum) interaction inhibition; AlphaScreen AMA1-biotinylated RON2 peptide binding; AID 720542; hit rate 0.2% among 360,000; Potency, µM (highest dose often 58.2 µM), without a hit: at the top dose activity change, negative = inhibition, usual class: inhibitors;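 further: potency means the concentration at half of the fitted maximal effect; 0% = vehicle wells and -100% = peptide control; nearly all actives have a fitted effect of over 45% in size; some results filed as inactive show a strong effect at the top dose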
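AMA1 (3D7) with his tag at 25 nM final met compounds first, then biotinylated RON2 peptide at 25 nM; detection used donor plus acceptor beads, 10 µg/mL apiece, read by AlphaScreen after 30 min at room temperature.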
Cycloheximide cs – affects cycloheximide protein synthesis inhibition readout, counter-screen; cell reporter, cycloheximide protein synthesis inhibition counterscreen; max response, %; hit rate 12% among 300,000; AID 2314; in the data active means max response mostly above about 13%, no sharp cut-off; inactive means mostly below about 14%; further: read at 38.3 µM for the half of the compounds with a filed dose; 0% is about no effect
Tb PYK inh – T. brucei pyruvate kinase inhibition | Q57TT1 | TbPYK enzyme, Kinase-Glo Plus ATP luminescence, 45 min | Potency, µM (series often up to 76.8 µM), for inactives: top-dose activity, negative = inhibition, actives largely listed as inhibitors | hit rate 0.12% among 410,000; further: potency means the concentration at half of the fitted maximal effect; on the % scale 0 is the no-effect control and ±100 the full control effect; nearly all actives have a fitted effect of over 50% in size
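T. brucei PYK with substrate was exposed to pin-transferred compounds across a concentration series, then started with 130 uM ADP (final). After 45 min at room temperature, Kinase-Glo Plus luminescence was read, normalized and curve-fitted.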
Pf growth 48h – P. falciparum growth inhibition at 48 hours (one generation). P. falciparum luciferase growth in erythrocytes, 48 h. hit rate 5.9% among 310,000. Potency, µM (doses to about 28.7 µM), for the others: top-dose activity change, negative = inhibition, actives largely listed as inhibitors; further: potency means the concentration at half of the fitted maximal effect; on the % scale 0 is the no-effect control and ±100 the full control effect
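Parasite viability was followed by luminescence of a genomically integrated firefly luciferase. Cultures held 0.1% parasitemia at 2% hematocrit (final), incubated under 5% CO2 at 37 C.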
* marks the source's active call; other numbers are inactive results; ? = inconclusive; nt = not tested or not shown; & = joins results of further samples; [ ] = another dose, or the depositor's remark. Unless noted, the call rests on the fitted dose curve; in most records, active means well fitted curve in the direction sought with a large enough effect; inconclusive means small, poorly fitted or top-dose-only effect, or another doubt; inactive means no such curve, though single readings can be large; an effect the other way counts as inactive or inconclusive.

Molecule	Shiga inhibitor	LmPK inh	Pf growth 96h	AMA1 RON2 block	Cycloheximide cs	Tb PYK inh	Pf growth 48h
COc1cc2nc(C3CCC3)n(NC(=O)C(OC(C)=O)c3ccccc3)c(=O)c2cc1OC (centres undefined)	5	4%	nt	-3%	-1	-5%	-3%
COc1ccc(-n2c(=S)[nH]c3sc4c(c3c2=O)CCN(C)C4)cc1	14	5%	?	nt	9	nt	?
CC1(C)Cc2c(cnn2-c2cccc(F)c2)C(NC(=O)c2cc[n+]([O-])cc2)C1 (centres undefined)	-6	-8%	?	-7%	-3	2%	6%
COc1ccc(Cn2c(C(F)(F)F)ccc(C(N)=O)c2=O)cc1	-5	5%	?	-5%	-2	0%	?
Cc1ccc(C(=O)CSc2ccc(-c3ccccc3)nn2)cc1	9	6%	10%	18%	10	-1%	18%
Oc1ccc(/C=N/N2CCCCC2)cc1O	6	0%	-17%	11%	11	-12%	33%[activator]
CCN(CC)C(=O)COc1ccc(-c2nnc(Nc3ccc(OC)c(C(=O)NC)c3)c3ccccc23)cc1	5	0%	10µM*	-8%	1	-3%&0%	?
CCC(=O)c1ccc(OCC(=O)OCC(=O)Nc2ccc(C)c(S(=O)(=O)N3CCCCC3)c2)cc1	nt	nt	?	-3%	nt	0%	?
CCN(CC)CCN(C(=O)c1ccc(S(=O)(=O)N2CCOCC2)cc1)c1nc2cc3c(cc2s1)OCCO3	45*	-4%	25%	-4%	14*	2%	19%
Cc1ccccc1-n1c(C)cc(/C=N/NC(=O)c2ccc(CN3CCOCC3)cc2)c1C	-12	6%	26%	51%[activator]	1	2%	13%
CCOc1ccc(OCc2ccc(C(=O)N3N=C(C(F)F)CC3(O)C(F)F)o2)cc1 (centres undefined)	3	8%	nt	33%[activator]	10	2%	37%[activator]
COc1cc(C(=O)NCc2ccc(S(N)(=O)=O)cc2)ccc1OCC(=O)N1CCOCC1	nt	nt	-27%	-5%	nt	0%	-28%
COc1ccc(NC(=S)NCCN2CCC(C)CC2)cc1	8	-1%	?	4%	2	3%	17%[5.75 µM]
CCOC(=O)C1CCCN(C(=S)NC(=O)/C=C/c2ccc(F)cc2)C1 (centres undefined)	-4	7%	1%	96%[activator]	19	-17%	?
C#CCOCCOCCOCCNc1nc(N2CCN(C(=O)CCCCCCCCCCNC(=O)[C@H](CCC(=O)O)n3cc(CCCCCN)nn3)CC2)nc(N2CCN(C(=O)CCCCCCCCCCNC(=O)[C@@H]([C@H](C)O)n3cc(C)nn3)CC2)n1	nt	nt	?	11%	nt	-8%	3.3µM*
O=C(COc1ccccc1F)NNC(=O)Cc1ccc(S(=O)(=O)N2CCOCC2)s1	nt	nt	-11%	151%[activator]	nt	-3%	-2%
N#Cc1c(N)n(-c2ccccc2)c(=O)c2cc([N+](=O)[O-])ccc12	11	1%	?	3%	-2	3%	-23%
CC(C)=CCOc1c2occc2cc2ccc(=O)oc12	-7	1%	-13%	-4%	-4	-1%&-30%	18%
CCN1CCN(S(=O)(=O)c2ccc(-c3cc(C)no3)s2)CC1	-2	0%	?	2%	1	-7%	-18%
CCN1/C(=C/C=C/C=C/C=C/c2sc3ccccc3[n+]2CC)Sc2ccccc21	-14	-5%	15%	?	-2	?	?
Cc1ccc(Oc2nnc(-c3cccs3)c3ccccc23)cc1C	4	-2%	?	-17%	-2	-9%	?
O=C(CS(=O)(=O)c1ccccc1)Nc1nc2ccccc2s1	23	2%	-6%	50%[activator]	25*	5%	40%[activator]
O=C(CCC(=O)OCc1ccc([N+](=O)[O-])cc1Cl)Nc1ccccc1	-27	-5%	-4%	-8%	13	-12%	14%
O=C(Nc1cccc(C(F)(F)F)c1)c1cc(Br)cc2c1OCC2	3	2%	20%	9%	1	0%	51%[activator]
CCOc1ccc(N2C(=O)CN=C2Nc2ccccc2F)cc1	6	-6%	64%[activator]	2%	-4	-2%	-22%
CC(=O)c1ccc(S(=O)(=O)N2CCNCC2)cc1	4	2%	0%	-12%	-1	?	1%
Cc1ccc(S(=O)(=O)N(CCCO)Cc2cc3c(C)ccc(C)c3[nH]c2=O)cc1	-8	10%	nt	-7%	-5	3%	-18%
CC1(C)O[C@@H]2C[C@H]3[C@H]4C[C@H](F)C5=CC(=O)C=C[C@@]5(C)[C@@H]4[C@H](O)C[C@]3(C)[C@]2(C(=O)CO)O1	nt	nt	-24%[12.8 µM]	nt	nt	2%[33.2 µM]	-10%[12.8 µM]
O=C(Nc1ccccc1-c1ccccc1)C(c1ccccc1)c1ccccc1	-5	1%	1.7µM*	26%	1	-10%	?
COc1cc(/C=N/NC(=O)c2ccc(CN(C)S(=O)(=O)c3ccc(C)cc3)cc2)ccc1O	-7	7%	-17%	3%	1	-1%	-10%
c1ccc(-c2cc(CSc3nc4ccccc4[nH]3)on2)cc1	31	-8%	nt	4%	14	-2%	19%
COc1cccc(-c2nn(C)c3sc(C(=O)N4CCOCC4)cc23)c1	8	7%	2.3µM*	-3%	1	4%	nt
Cc1ccc(NC(=O)CSc2nc3ccccc3c(=O)n2CCCC(=O)NCC2CCCO2)cc1 (centres undefined)	-3	1%	?	-7%	2	-22%	-5%
CC1(c2ccccc2)NC(=O)N(NC(=O)COC(=O)c2cc(Br)ccc2O)C1=O (centres undefined)	nt	nt	-3%	2%	nt	0%	0%
COc1ccccc1/C(C)=N/NC(=O)c1nnn(-c2nonc2N)c1C(C)C	-2	-4%	?	52%[activator]	10	-27%	-2%
CN1CCCN(C(=O)c2c(F)cccc2Cl)CC1	-15	-5%	-24%	2%	-2	4%	9%
Cc1ccccc1N1CCN(CCCCN2C(=O)C3CCCN3C2=O)CC1 (centres undefined)	10	-3%	-31%	-3%	2	0%	-5%
O=C1CCCC(=O)C1Sc1ccc(Cl)cc1	-1	5%	27%	-6%	1	-9%	23%
CCn1cc(C(=O)N2CC=C(c3ccccc3)CC2)c(=O)c2ccc(C)nc21	34	4%	?	6%	7	-9%	?
O=C(COc1nncc2ccccc12)Nc1c(F)c(F)c(F)c(F)c1F	-4	3%	16%	10%	1	-18%	0%
Cc1ccc(C(=O)N/C(=C\c2ccco2)C(=O)NCCCn2ccnc2)cc1	-4	0%	9.3µM*	?	1	0%	40%[activator]
O=[N+]([O-])c1ccccc1CSc1nc2ccccc2o1	75*	0%	154%[activator]	-9%	40*	2%	110%[activator]
CN(CC(=O)Nc1ccc(Cl)c(C(F)(F)F)c1)C(=O)c1ccc2c(c1)OCCO2	nt	nt	6%	0%	nt	-20%	-1%
CCN(CC(=O)NCc1ccc(Cl)cc1)C(=O)CN1C(=O)NC(C)(c2ccccc2)C1=O (centres undefined)	-9	2%	?	9%	-6	-8%	49%[activator]
CCOC(=O)c1sc(C)c2c(=O)n(CCCN3CCOCC3)cnc12	-4	-8%	nt	1%	0	-13%	15%
NC(=O)CSc1nnc(SCc2ccc(F)cc2)s1	26	0%	?	-12%	13	0%	24%
CN(CCOc1ccc(Cl)cc1)C(=O)C1CCN(C(=O)c2ccc(Cl)cc2)CC1	-7	-2%	?	0%	9	-5%	?
CCN(CC)S(=O)(=O)c1ccc2c(c1)nc(CCC(=O)O)n2C	4	-10%	5%	-9%	-1	-17%	-13%
Cc1cc(NC(=O)COC(=O)c2oc3c(ccc4ccccc43)c2C)no1	-14	8%	37%[activator]	-11%	4	9%	5%
CC(=O)N1CCN(CC(=O)Nc2ccc3c(c2)CCC3)CC1	10	4%	19%	13%	-2	2%	11%
COc1ccccc1N1CCN(C(=O)c2sc3nc4n(c(=O)c3c2C)CCC4)CC1	-10	3%	?	-8%	-3	-2%&-1%	?
CCCNC(=O)c1onc(CSc2ccc(Cl)cc2)c1C(=O)NC(C)C	nt	nt	4.7µM*	28%	nt	-3%	12µM*
Cc1cc2ccccc2n1CCC(=O)O	-6	1%	29%	6%	7	-3%	0%
CCn1c(SCC(=O)c2ccc(OC)cc2)nnc1C1CC1	11	1%	nt	-2%	4	-8%	31%[activator]
Nc1nnnn1CC(=O)N/N=C/C=C/c1ccccc1	24	4%	1%	9%	-2	1%	9%
COc1ccc(S(=O)(=O)NCC(c2cccs2)N2CCc3ccccc3C2)cc1 (centres undefined)	nt	nt	6%	-21%	nt	2%	-24%
CCn1c(CSc2nc(C)cc(C)n2)nnc1SCC(=O)N1CCCc2ccccc21	-13	-2%	?	9%	6	-13%	?
CC(C)(C)c1ccc(-c2noc(CCC(=O)Nc3cccnc3)n2)cc1	4	10%	27%	-3%	-3	2%	-4%
Cn1c(=O)c2c(nc(-c3ccccc3)n2C)n(Cc2ccccc2)c1=O	-7	2%	?	3%	-3	-12%	?
COc1ccc(NC(=O)CCNC(=O)Cn2ccc3ccccc3c2=O)c(OC)c1	3	0%	?	-6%	-2	5%	3%

As a short view, some entries already given.
Molecule	Shiga inhibitor	LmPK inh	Pf growth 96h	AMA1 RON2 block	Cycloheximide cs	Tb PYK inh	Pf growth 48h
CC(C)(C)c1ccc(-c2noc(CCC(=O)Nc3cccnc3)n2)cc1	4	10%	27%	-3%	-3	2%	-4%
Cn1c(=O)c2c(nc(-c3ccccc3)n2C)n(Cc2ccccc2)c1=O	-7	2%	?	3%	-3	-12%	?
COc1ccc(NC(=O)CCNC(=O)Cn2ccc3ccccc3c2=O)c(OC)c1	3	0%	?	-6%	-2	5%	3%

Continued.
Molecule	Shiga inhibitor	LmPK inh	Pf growth 96h	AMA1 RON2 block	Cycloheximide cs	Tb PYK inh	Pf growth 48h
Cc1nnc(SCC(=O)Nc2cc(C(C)(C)C)nn2-c2ccccc2)s1	-12	-1%	0%	-12%	-4	-4%	-6%
O=C(CSc1ncn[nH]1)NCCc1ccccc1	3	2%	-1%	6%	5	1%	nt
COc1ccc(NC(=O)C2CCN(c3ncnc4c3nc3n4CCCCC3)CC2)cc1Cl	-3	6%	10%	-3%	0	2%	?
O=C(CNS(=O)(=O)c1ccccc1)OCC(=O)c1ccc([N+](=O)[O-])cc1	-10	1%	?	40%	-2	1%	50%[activator]
COc1ccc(NC(=O)[C@H](Cc2c[nH]c3ccccc23)NC(=O)[C@@H]2Cc3ccccc3CN2)cc1	15	-1%	?	43%[activator]	19*	-2%	?
CCn1nc(C(=O)Nc2cccc3ccccc23)c(Cl)c1Cl	10	2%	?	16%	8	-4%	14%
O=C(CN1C(=O)NC2(CCCC2)C1=O)Nc1cc(S(=O)(=O)N2CCOCC2)ccc1OCC(F)(F)F	-3	-6%	10%	-6%	1	7%	-7%
CCC(C)c1ccc(NC(=O)COC(=O)C2=COCCO2)cc1 (centres undefined)	21	-2%	14%	-6%	16	5%	nt
Cc1ccc(N2CC(NC(=O)C(=O)c3c[nH]c4ccccc34)CC2=O)cc1C (centres undefined)	nt	nt	15%	-3%	nt	-1%	13%
CC(C)(C)NC(=O)CSc1nnc(SCC(=O)NC(C)(C)C)s1	17	11%	-29%	-5%	0	-8%	-4%
